# Screens deposited in PubChem by National Center for Advancing Translational Sciences (NCATS).
# aSyn yeast inh – qHTS of alpha-syn Inhibitors. Yeast expressing alpha-synuclein, growth rescue, BacTiter-Glo, 24 h. Potency, µM (top dose mostly 46.1 µM), without a hit: top-dose growth rescue (activation), actives largely listed as activators. 370,000 compounds, 0.14% hits. AID 652106, 2013; further: potency means the concentration at half of the fitted maximal effect; % of control where 0% means no effect; nearly all actives have a fitted effect of over 65% in size
#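 Rescue of yeast growth: cells expressing toxic alpha-synuclein, induced in galactose at OD600 0.02, incubated with compound 24 h at 30 C. ATP luminescence quantified growth; inhibitors of toxicity appear as activators.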
# FUS yeast rescue – qHTS for Suppressors of FUS Proteinopathy: Primary screen using FUS-linked yeast assay | AID 1347120, 2019 | S. cerevisiae FUS-expressing, growth rescue, OD600, 24 h | Potency, µM (highest dose often 76.6 µM), inactives show at the top dose growth rescue (activation), usual class: activators | 390,000 compounds, 0.24% hits;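 further: potency means the concentration at half of the fitted maximal effect; plate controls were DMSO vehicle for no effect and reference control for full effect; nearly all actives have a fitted effect of over 55% in size; some results filed as inactive show a strong effect at the top dose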
#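 Yeast expressing FUS under galactose induction, OD 0.005 in 2% galactose medium; compounds in a dilution series, 24 h at 30C. Growth rescue by absorbance at 600 nm; CP55940 positive control, DMSO negative.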
# EPAC2 antag – qHTS for Antagonist of cAMP-regulated guanine nucleotide exchange factor 2 (EPAC2): primary screen | Rap guanine nucleotide exchange factor 4 (Homo sapiens), Q8WZA2 | EPAC2 GEF exchange of Rap1B-BODIPY-GDP, fluorescence | Potency, µM (titrated, usually from 114 µM), inactives show top-dose activity, negative = inhibition, usual class: inhibitors | 360,000 compounds, 0.18% hits | AID 720708, 2013; further: potency means the concentration at half of the fitted maximal effect; on the % scale 0 is the no-effect control and ±100 the full control effect; nearly all actives have a fitted effect of over 45% in size; many of its hits are not listed in these tables
# Abeta rescue – qHTS for compounds that reverse cellular toxicity of Amyloid beta (A-beta) peptide in yeast: Primary Screen | yeast expressing A-beta42, growth rescue, OD600, 48 h; response scale: 0% DMSO, 100% iron-clioquinol control | Potency, µM (top dose mostly 46.1 µM), for inactives: top-dose growth rescue, actives largely listed as activators | 410,000 compounds, 0.063% hits | AID 1347071, 2019; further: potency means the concentration at half of the fitted maximal effect; nearly all actives have a fitted effect of over 55% in size
#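 Yeast A-beta toxicity model in growth medium with pinned compounds, 48 h at 30 C; growth read as absorbance at 600 nm. Normalized to FeCl3/clioquinol equimolar mix (positive) and DMSO (negative).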
# EPAC2 ag – qHTS for Agonist of cAMP-regulated guanine nucleotide exchange factor 4 (EPAC2): primary screen; Rap guanine nucleotide exchange factor 4 (Homo sapiens), Q8WZA2; EPAC2 activation, biochemical qHTS; response scale: 100% = 6.5 mM cAMP response; Potency, µM (highest dose often 154 µM), without a hit: top-dose activation, hits mostly activators; AID 720711, 2013; 360,000 compounds, 0.079% hits; further: potency means the concentration at half of the fitted maximal effect; nearly all actives have a fitted effect of over 50% in size
#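 qHTS, titration series. 100 nM EPAC2 / 250 nM Rap1B-BODIPY-GDP / 50 uM GDP; RT; ex 480/em 540 nm, 5-min reads to 30 min. Norm. to 6.5 mM cAMP = activation.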
# TDP43 rescue – qHTS of TDP-43 Inhibitors; TDP-43 expressing yeast growth rescue, BacTiter-Glo, 24 h; Potency, µM (series often up to 46.1 µM), inactives show at the top dose growth rescue (activation), most hits filed as activators; 410,000 compounds, 1.8% hits; AID 652104, 2013; further: potency means the concentration at half of the fitted maximal effect; % of control where 0% means no effect; nearly all actives have a fitted effect of over 50% in size
#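 Galactose-induced TDP-43 yeast, OD600=0.02, compound pinned; 24 hr, 30 deg C; BacTiter-Glo luminescence for growth. Inhibitors of TDP-43 toxicity read as activators.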
# D3 ag – qHTS of D3 Dopamine Receptor Agonist: qHTS; max activation, %; D3R DiscoveRx beta-arrestin cells, luminescence, 90 min; 410,000 compounds, 0.58% hits; D(3) dopamine receptor (Homo sapiens), P35462; in the data active means max activation above about 30%; further: 0% is about no effect; mostly tested at two doses, the higher about 12 µM
# Target sequence (P35462 whole entry, looked up): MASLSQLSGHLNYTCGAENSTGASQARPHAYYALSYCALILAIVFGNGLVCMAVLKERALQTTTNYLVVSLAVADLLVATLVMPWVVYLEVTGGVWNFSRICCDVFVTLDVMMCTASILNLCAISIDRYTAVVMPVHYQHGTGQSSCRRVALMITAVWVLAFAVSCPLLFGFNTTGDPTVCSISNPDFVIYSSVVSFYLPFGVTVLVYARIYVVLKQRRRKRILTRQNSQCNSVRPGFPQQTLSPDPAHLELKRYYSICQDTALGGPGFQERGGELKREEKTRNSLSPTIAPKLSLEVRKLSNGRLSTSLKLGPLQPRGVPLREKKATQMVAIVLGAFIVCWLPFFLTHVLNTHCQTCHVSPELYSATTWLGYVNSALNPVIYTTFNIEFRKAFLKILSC
#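 Cells at 1500/well, incubated overnight, then treated with pinned compounds (dopamine as control) for 90 min at 37 degrees C. DiscoveRx reagent added for 30 - 60 minutes at room temperature; luminescence read.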
# D3 antag – qHTS of D3 Dopamine Receptor Antagonist: qHTS | max response, negative = inhibition, % | 360,000 compounds, 2.5% hits | D3R cells, DiscoveRx beta-arrestin luminescence, antagonist mode; active compounds read low; in the data active means max response below about -50%; inconclusive means no clear call, values can overlap the other calls; further: on the % scale 0 is the no-effect control and ±100 the full control effect; mostly tested at two doses, the higher about 12 µM
#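 Cells plated overnight at 1500 cells/well, then exposed to library compounds with dopamine controls for 90 minutes at 37 degrees C. DiscoveRx reagent added for 30–60 minutes at room temperature; luminescence read, quantitative HTS format.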
# * = called active by the depositor; ? = inconclusive; nt = no result given; [ ] = remark or other dose. Unless noted, the call rests on the fitted dose curve; in most records, active means well fitted curve in the direction sought with a large enough effect; inconclusive means small, poorly fitted or top-dose-only effect, or another doubt; inactive means no such curve, though single readings can be large; an effect the other way counts as inactive or inconclusive.
# Below each compound: aSyn yeast inh	EPAC2 ag	EPAC2 antag	TDP43 rescue	D3 antag	FUS yeast rescue	D3 ag	Abeta rescue
- Cc1n[nH]c2ccc(Br)cc2c1=O
    -3.3%	2.5%	2.9%	23.7%	24.5	-13.6%	1.6	-2.5%
- O=C(Nc1nc(-c2ccc([N+](=O)[O-])cc2)cs1)c1c(F)cccc1F
    1.7%	2.0%	3.2%	-15.8%	-19.1	19.6%	2.3	-17.4%
- CCOc1ccc(/C=N/NC(=O)c2cc(-c3ccco3)nc3ccccc23)cc1
    -8.6%	-0.9%	15.4%	-16.1%	6.7	nt	-8.4	-21.1%
- CC(=O)Oc1ccc(C)cc1N1C(=O)c2ccc(C(=O)O)cc2C1=O
    -12.7%	-7.0%	8.5%[57.1 µM]	0.2%	8.0	7.8%	0.9	10.6%
- COCc1nnc(NS(=O)(=O)c2ccc(C)cc2)s1
    -3.5%	3.1%	7.5%	-8.9%	-15.0	16.6%	-4.0	7.0%
- CCN1C(=O)[C@H]2[C@@H](c3ccc(OC)cc3)N[C@]3(CCCN(Cc4ccco4)C3=O)[C@H]2C1=O
    1.4%	8.0%	6.2%	17.6%	-5.2	7.7%	-8.5	7.6%
- CC(=O)Nc1ccc(S(=O)(=O)N(Cc2ccccc2)c2ccccc2F)cc1
    -4.0%	-0.2%	-5.9%	5.8%	-21.0	0.8%	1.0	-10.3%
- CS(=O)(=O)N(CC(=O)NCC1CCCO1)c1cccc(Cl)c1 (stereo unspecified)
    1.1%	0.2%	4.0%	-4.4%	-8.3	-1.0%	3.0	-9.8%
- Cc1ccccc1CNC(=O)Nc1ccc2c(c1)N(C)C(=O)c1ccccc1S2
    nt	nt	nt	-7.2%	nt	?	4.6	-11.6%
- NNc1ncnc2scc(-c3ccc(Cl)cc3)c12
    13.8%	9.7%	0.0%	15.8µM*	?	28.1%	-7.4	2.0%
- Fc1ccc(-n2cc(-c3ccccc3)[n+]3c2SCC3)cc1
    1.1%	1.9%	-2.9%	6.5%	13.9	27.0%	1.2	-0.1%
- COc1ccccc1NC(=O)Cn1c(=O)sc2ccccc21
    9.4%	8.9%	4.0%	?	-19.3	-4.9%	3.7	10.2%
- O=C(C1CCCCC1)N1CCC(c2nc3c(nnn3Cc3c(F)cccc3Cl)c(=O)[nH]2)CC1
    2.2%	-3.1%	-0.7%	-3.3%	-5.5	21.8%	1.3	4.4%
- CC(=O)c1ccc(OCCCC(=O)NC(C)c2ccc(S(N)(=O)=O)cc2)cc1 (stereo unspecified)
    0.2%	6.7%	8.8%	11.6%	-11.0	-13.1%	0.0	9.4%
- CCOc1ccc(CNc2ccc3c(c2)ncn3C)cc1
    -6.4%	-0.3%	2.7%	2.1%	-11.9	20.8%	-6.7	6.5%
- Cc1ccc(/C=C2\SC(=S)N(CCCC(=O)Nc3ccccc3C(=O)O)C2=O)cc1
    -2.2%	-1.1%	-14.8%	-1.3%	-9.4	8.6%	-0.9	5.3%
- CC(Nc1nc(Nc2ccc(F)cc2)nc(SCC(N)=O)n1)c1ccccc1 (stereo unspecified)
    -5.7%	22.6%	-12.4%	14.7%	-14.3	42.7%	-8.1	7.1%
- Cc1ccc(N(C)/N=C/c2ccc(Cl)cc2Cl)nn1
    -5.2%	2.2%	6.0%	?	8.9	3.5%	5.9	-7.5%
- CCCCC1(CC(=O)OCC)C(=O)N(c2ccccc2)N(c2ccccc2)C1=O
    -6.4%	-0.8%	?	-12.5%	-17.0	nt	5.4	-7.8%
- O=C(Nc1cccc(F)c1)c1cc(S(=O)(=O)N2CCOCC2)cs1
    11.1%	-1.6%	-10.6%	-6.4%	-5.5	12.2%	-12.7	8.7%
- CCO/C=C1/C(=O)N(Cc2ccccc2)C(=O)c2ccccc21
    0.5%	11.7%	-1.4%	?	-4.9	nt	-8.2	-30.9%[inhibitor]
- O=C(NCc1cccnc1)/C(=C\c1ccc(-c2ccc(Cl)c(Cl)c2)o1)S(=O)(=O)c1ccccc1
    0.5%	2.5%	-7.0%	-0.7%	-28.2	nt	-36.3	-0.8%
- Cc1ccc(-n2c(SCC(=O)N3Cc4ccccc4CC3C(=O)O)nnc2-c2cccnc2)c(C)c1 (stereo unspecified)
    3.2%	-4.8%	4.3%	-4.6%[9.22 µM]	2.4	26.0%	-0.2	5.3%
- CC(Sc1nnnn1-c1ccccc1)C(=O)Nc1ccc(N2CCN(C)CC2)cc1 (stereo unspecified)
    0.2%	-2.8%	-2.1%	7.3%	1.6	-12.9%	-13.3	1.7%
- COC(=O)CCN(C(=O)c1cc([N+](=O)[O-])cc([N+](=O)[O-])c1)c1ccccn1
    7.3%	-13.7%	3.6%	13.2%	2.4	-3.3%	2.7	5.0%
- COc1ccc(NC(=O)c2cccc3c(-c4cccnc4)coc23)cc1
    11.5%	1.3%	-7.7%	10µM*	39.2	12.8%	13.0	-25.6%
- COCCn1c(Cc2ccccc2)nnc1SCC(=O)NC(C)(C)C
    1.1%	3.7%	-5.5%	2.2%	45.4	13.5%	5.5	-3.9%
- CCOc1ccc(C(C)=O)cc1N1C(=O)C2C3C=CC(C3=C(C)C)C2C1=O (stereo unspecified)
    8.5%	-6.0%	1.3%	18.2%	-11.2	nt	-4.4	?
- COc1ccc(OC)c(S(=O)(=O)Nc2ccc(C(N)=O)cc2)c1
    -6.0%	5.7%	-2.0%	-14.0%	9.6	-5.0%	-0.3	1.2%
- CCOc1ccc(NC(=O)Cn2cc(C(=O)c3ccc(C)cc3)c(=O)c3cc4c(cc32)OCO4)cc1
    nt	nt	nt	12.1%	nt	-18.6%	4.8	6.3%

# Reprinted at random: 3 entries already listed.
# Below each compound: aSyn yeast inh	EPAC2 ag	EPAC2 antag	TDP43 rescue	D3 antag	FUS yeast rescue	D3 ag	Abeta rescue
- O=C(C1CCCCC1)N1CCC(c2nc3c(nnn3Cc3c(F)cccc3Cl)c(=O)[nH]2)CC1
    2.2%	-3.1%	-0.7%	-3.3%	-5.5	21.8%	1.3	4.4%
- COc1ccc(OC)c(S(=O)(=O)Nc2ccc(C(N)=O)cc2)c1
    -6.0%	5.7%	-2.0%	-14.0%	9.6	-5.0%	-0.3	1.2%
- Fc1ccc(-n2cc(-c3ccccc3)[n+]3c2SCC3)cc1
    1.1%	1.9%	-2.9%	6.5%	13.9	27.0%	1.2	-0.1%

# (further entries)
# Below each compound: aSyn yeast inh	EPAC2 ag	EPAC2 antag	TDP43 rescue	D3 antag	FUS yeast rescue	D3 ag	Abeta rescue
- COc1ccc(NC(=O)N(C)C[C@H]2Oc3c(NC(=O)Nc4ccc5c(c4)OCO5)cccc3C(=O)N([C@H](C)CO)C[C@@H]2C)cc1
    -0.9%	5.1%	-5.6%	-3.8%	1.9	35.6%	0.9	-5.7%
- CN(C(=O)COC(=O)c1ccc(Cl)nc1)C1CCS(=O)(=O)C1 (stereo unspecified)
    -3.3%	13.1%	26.2%	-3.3%	-11.7	34.1%	-19.6	8.7%
- CSc1ccc(C(=O)C2CCCN(C(=O)CCn3cncn3)C2)cc1 (stereo unspecified)
    1.7%	-1.8%	6.0%	3.6%	23.9	nt	6.0	10.9%
- CCOc1ccc(S(=O)(=O)Nc2ccc(C(=O)NNC(=O)c3ccncc3)cc2)cc1
    -9.1%	-0.6%	-2.9%	-0.9%	-18.0	16.0%	-5.0	9.1%
- COC(=O)c1ccccc1NC(=O)Cn1c(=O)n(CCCC(=O)NCc2ccccc2Cl)c(=O)c2ccccc21
    nt	nt	nt	15.0%	nt	10.4%	-4.5	-1.7%
- O=[N+]([O-])c1ccccc1N/N=C1\CCc2ccccc21
    -0.4%	7.4%	-1.0%	0.1%	4.0	-0.8%	0.6	-7.5%
- CCOC(=O)C(NCc1ccc2c(c1)OCO2)(NC(=O)CC)C(F)(F)F (stereo unspecified)
    6.9%	-0.9%	11.9%	9.4%	-8.7	1.1%	5.2	18.0%
- CSCCC(N=CC1=C(O)CC(C)(C)CC1=O)C(=O)O (stereo unspecified)
    -18.5%	13.2%	20.2%	-20.3%	-22.9	-14.3%	-0.4	-9.7%
- CC(O)C(=O)N/N=C/c1cccc2ccccc12 (stereo unspecified)
    12.8%	6.9%	14.4%	6.5%	-12.0	25.5%	-1.9	-6.3%
- Cc1ccc(NC(=O)Cn2c(O)c(N=NC(=O)c3ccncc3)c3ccccc32)cc1
    0.9%	-3.7%	1.9%	-14.1%	24.5	1.2%	5.6	-14.4%
- C(=C\c1ccccc1)/C=N/N1CCN(Cc2ccccc2)CC1
    -3.4%	21.0%	7.7%	0.0%	-6.6	6.4%	-5.6	-17.0%
- Cc1cc(C(=O)COC(=O)c2n[nH]c(=O)c3ccccc23)c(C)n1C(C)C
    4.8%[1.84 µM]	10.8%	-0.9%	-22.3%	-16.0	4.6%	0.2	-7.4%
- CC1CCCC(C)N1CC(O)COc1c(F)cc(Br)cc1F (stereo unspecified)
    10.2%	-4.0%	4.1%	-13.5%	-7.6	-4.0%	-1.6	-2.0%
- CCN(CC)c1ccc2c(-c3ccc(S(=O)(=O)O)cc3S(=O)(=O)[O-])c3ccc(=[N+](CC)CC)cc-3oc2c1
    -40.4%[inhibitor]	?	?	-50.7%[inhibitor]	0.0	25.5%	-17.8	-54.9%[inhibitor]
- COc1cccc(-c2cc(C(=O)Nc3ccccc3)c3ccccc3n2)c1
    2.5%	13.2%	1.0%	-5.2%	31.8	11.4%	18.6	-18.1%
- Cc1ccc(NC2=C(C(=O)c3ccccc3)N(C)S(=O)(=O)c3ccccc32)cc1
    -7.0%	2.2%	10.3%	-13.0%	-59.9*	13.1%	-6.5	-17.8%
- Cc1cccn2c(=O)c3cc(C(=O)N4CCCC(C)C4)sc3nc12 (stereo unspecified)
    6.0%	-8.9%	4.3%	?	8.8	14.3%	5.9	-31.5%[inhibitor]
- O=C(C1CCN(S(=O)(=O)c2cccs2)CC1)N1CCCC(C(F)(F)F)C1 (stereo unspecified)
    2.3%	0.5%	5.4%	26.4%	2.1	nt	3.4	3.0%

# Not all compounds are listed; rates above refer to the full screens.
